Assay outcomes deposited in PubChem by several laboratories.
Yfh1-off respiration – enhancers of respiration in Yfh1-depleted yeast, dose response, Friedreich's ataxia, plus single-dose screen (AID 1465); S. cerevisiae Yfh1-off respiration, WST-1 reduction, 72 h; higher fold induction means a stronger effect; one-dose fold induction at 50 µM; EC50 in µM for titrated hits; actives 0.074% (n = 220,000);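 active = fold induction of absorbance versus untreated yeast above a set limit, then at least 30% activation at any dose in follow-up; inconclusive = repeats straddling the limit, or above it without dose testing; inactive = fold induction below the set limit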;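 note: activators that raise dye reduction in frataxin-depleted yeast; strong numbers were not always called active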
MT stabilizer – microtubule stabilizers in HeLa cells | HeLa tubulin immunostaining HCS, 24 h; share of cells brighter than vehicle mean+2SD | % tubulin-high responders, % at 10 µM | actives 0.83% (n = 200,000) | AID 2205;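 active = plate Z-score above 3 for both tubulin-high and condensed-nucleus cell shares, with cell loss under 80%, at 10 µM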;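 note: anti alpha tubulin signal scored within the nucleus-defined area of each cell; some results filed as inactive read as strong as hits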
Dynein transport – blocks dynein driven cargo transport along microtubules; 3617.4 mouse cells, GR-EGFP nuclear translocation imaging; test concentration mostly 20 µM; stimulated with dexamethasone, 1 µM; active compounds read low; z-score, hits read low; actives 0.47% (n = 220,000); AID 1381;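 active = plate z-score of nuclear minus cytoplasmic receptor signal below a set negative limit, without overly bright fluorescence or cell loss, cut at about -3.5 in these data, passing the limit was not always enough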;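 note: z-score of nuclear minus cytoplasmic ring GR-EGFP intensity difference per well; some compounds called inactive have numbers as strong as hits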
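Schedule: 48 h induction, then 1 h compound, then 30 min agonist, 37 °C. Buffer or medium: tetracycline-free induction medium containing charcoal-stripped FBS. Reagent: 1.0 µM final dexamethasone stimulus. Evaluation: nuclear versus cytoplasmic GR-EGFP signal, averaged per well. Signal: high-content fluorescence imaging after fixation.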
HIV fusion peptide – inhibitors of HIV fusion peptide binding, primary screen, biochemical, uHTS, fluorescence dequenching (AID 1986) | actives 0.3% (n = 290,000) | cell-free peptide binding, fluorescence dequenching, 30 min; higher % means a stronger effect | one-dose inhibition, % at 20 µM; IC50 in µM for titrated hits; in the data active = inhibition mostly above about 52%, no sharp cut-off; inactive = mostly below about 76%; note: some results filed as inactive read as strong as hits
Insulin prom up – MIN6 insulin promoter up-regulation; z-score at 5 µM; actives 0.3% (n = 190,000); MIN6 insulin promoter-GFP reporter, high-content imaging; active compounds read high;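 active = z-score above 3 at 5 µM with at least 500 cells counted in the well; inconclusive = wells under 500 cells, flagged as cytotoxic or low count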
AID2073 – inhibitors of Mint1-CaV2.2 protein interaction, biochemical, HTRF (AID 2073); HTRF protein-protein interaction, Mint1-CaV2.2; higher % means a stronger effect; actives 0.19% (n = 290,000); one-dose inhibition, % at 20 µM; IC50 in µM for titrated hits; in the data active = inhibition mostly above about 51%, no sharp cut-off; inconclusive = no clear call, values can overlap the other calls; inactive = mostly below about 53%; note: some results filed as inactive read as strong as hits
Autophagy mod – autophagy modulation, high-content screen. actives 0.98% (n = 190,000). calls only at 10 µM (by protocol). MEF GFP-LC3 puncta imaging; test concentration mostly 10 µM;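 active = percentage of spot-positive cells more than 3 SD above its plate mean, without a fluorescence outlier flag or 80% toxicity; inconclusive = no clear call, values can overlap the other calls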;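 note: spot-positive cell cutoff set from DMSO-treated cells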
WT yeast gro inh – growth inhibition of WT yeast, mitochondrial fusion screen. actives 2.1% (n = 190,000). AID 1362. mitochondrial fusion phenotypic screen, WT strain. inhibition, % at 10 µM; in the data active = inhibition above about 58%; tested in S. cerevisiae
b-catenin transl – beta-catenin nuclear translocation modulation. HeLa beta-catenin nuclear translocation, immunofluorescence imaging. nuclear translocation activity, % at 5 µM. actives 0.3% (n = 190,000);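 active = nuclear translocation activity above 50% at 5 µM, with a well cell count of 50 or more; inconclusive = wells under 50 cells across six images, flagged as toxic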;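 note: per-cell ratio of nuclear to cytoplasmic median beta-catenin stain intensity; plate controls were DMSO negative control for no effect and GSK-3 inhibitor IX positive control for full effect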
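System: HeLa cells, endogenous beta-catenin; compound dosing: 5 µM primary single dose, 0.1% DMSO, 0.02–20 µM confirmation series; incubation: 24 h compound exposure at 37°C, 5% CO2; signal: beta-catenin immunofluorescence imaging with DAPI; evaluation: % activation, nuclear-to-cytoplasmic median beta-catenin signal ratio per cell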
WT yeast gro inh mutant strain – further read-out of WT yeast gro inh, marked with its call; inhibition, %; mitochondrial fusion phenotypic screen, mutant strain inhibition
Dynein transport cytoplasmic EGFP – also measured in Dynein transport; calls as there; z-score; measured here: cytoplasmic GR-EGFP intensity; active compounds read high
Dynein transport nuclear GR-EGFP – also measured in Dynein transport; calls as there; z-score; measured here: nuclear GR-EGFP intensity;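 lower value marks the stronger effect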
Dynein transport cell count – also measured in Dynein transport; calls as there; z-score; measured here: cell count per field
Insulin prom up cell count – second read-out of Insulin prom up, no call of its own (marks repeat the call); cell count; measured here: cytotoxicity, nuclei count;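 total cells summed across four imaged fields per well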
b-catenin transl cell count 5 µM – second read-out of b-catenin transl, no call of its own (marks repeat the call); cell count; measured here: cell count, cytotoxicity flag
MT stabilizer Hoechst-high % – also measured in MT stabilizer; calls as there; % Hoechst-high responders; measured here: nuclear condensation Hoechst responders;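 share of cells brighter than vehicle mean plus two SD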
MT stabilizer cytotoxicity % – recorded beside MT stabilizer, whose call it bears; toxicity, %; measured here: cytotoxicity by cell density;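 0% = mean cell density of plate MIN control wells and 100% = no cells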
Autophagy mod cell loss 18 h – recorded beside Autophagy mod, whose call it bears; toxicity, %; measured here: cell loss, nuclei count;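 cell loss after 18 h compound exposure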
* hit, by the source's call; i = inactive; u = inconclusive; x = no result given.

SMILES	Yfh1-off respiration	MT stabilizer	MT stabilizer Hoechst-high %	MT stabilizer cytotoxicity %	Dynein transport	Dynein transport cytoplasmic EGFP	Dynein transport nuclear GR-EGFP	Dynein transport cell count	HIV fusion peptide	Insulin prom up	Insulin prom up cell count	AID2073	Autophagy mod	Autophagy mod cell loss 18 h	WT yeast gro inh	WT yeast gro inh mutant strain	b-catenin transl	b-catenin transl cell count 5 µM
Cc1ccc(SCCC(=O)NCCSCc2ccccc2C)cc1	i	1.3	0.8	6.0	-0.828	-0.203	-0.56	2.18	-0.7%	-0.7	1479	-2.5%	i	16.0	32.8	26.5	-1.7	1518
CC(=O)c1c(N2CCN(c3ccccn3)CC2)nc(=S)n(-c2ccccc2)c1C	i	12.3	0.4	6.1	-0.0441	-0.0849	-0.137	0.456	9.2%	0.13	1664	2.4%	i	8.7	-8.5	-4.7	-2.9	1014
COCCNCC1C(Oc2ccc(Cl)cc2)C(=O)N1c1ccccc1C (stereo not drawn)	i	1.7	2.2	8.8	-0.843	-0.241	-0.521	0.814	0.8%	-0.37	1306	6.3%	i	2.0	4.5	-6.6	-0.5	1062
Cc1ccccc1C(=O)NNC(=O)CSc1nnc(-c2ccncc2)n1-c1ccccc1	i	2.7	1.8	2.7	-0.0196	-0.279	0.137	0.656	-1.4%	-0.26	1240	-4.0%	i	12.5	0.5	9.4	-0.5	1326
CN1CCN(CCC(=O)N/N=C/c2ccccc2F)CC1	i	x	x	x	-0.684	-0.188	0.242	-0.0416	-1.6%	-0.18	966	2.6%	x	x	x	x	-0.1	1296
O=C1NC(=O)/C(=C\c2ccccc2Oc2ccc(F)c(F)c2)S1	i	1.4	0.6	11.5	1.74	-0.194	0.398	-0.911	1.6%	0.02	1591	3.1%	i	-10.4	30.0	21.7	4.7	1375
O=c1[nH]ncc(N2CCCCCC2)c1Cl	i	1.5	1.5	2.3	-0.204	-0.321	0.126	-0.0945	-1.7%	-0.43	1472	8.9%	i	-16.5	23.0	-1.4	-0.5	928
Cc1cc(N/N=C/c2ccc(O)c(C)c2O)nc(-c2ccccc2O)n1	i	62.3	26.4	99.1	-0.687	-0.166	-0.238	0.863	-3.6%	-0.38	1286	34.1%	x	x	75.7*	23.3*	38.0	575
O=C(Cn1[nH]c(=O)c2ccccc2c1=O)NNC(=O)c1ccccc1	i	1.3	2.2	5.7	-1.05	-0.225	-0.715	0.477	-1.4%	x	x	-13.8%	i	-3.6	-20.0	-5.3	0.9	1562
CC1CCCN(CCCNC(=O)CCn2nc(-c3ccccc3)ccc2=O)C1 (stereo not drawn)	x	3.1	1.7	5.3	-0.688	-0.13	0.16	2.01	0.2%	0.8	1243	1.3%	i	-1.5	-11.1	2.6	x	x
CCOC(=O)c1c(CN2CCOCC2)n(-c2ccccc2)c2cc(Br)c(OC)cc12	i	1.7	1.0	4.8	0.0937	-0.408	0.402	-0.166	0.0%	0.02	995	-1.3%	i	24.3	72.7*	32.4*	2.9	1020
Cc1cccc(-n2c(CNC(=O)c3ccccc3)nnc2SCC(=O)Nc2nccs2)c1	i	4.5	3.3	1.3	0.72	-0.234	0.713	0.616	-1.8%	1.04	1878	-5.4%	i	0.0	1.2	0.8	-0.1	1083
CN(C)CCCOC(=O)c1ccc(Br)cc1	i	4.2	2.0	1.7	-0.473	-0.139	0.185	0.453	1.2%	-0.01	1859	-0.1%	i	9.8	-13.2	-6.7	-0.5	1082
CCOC(=O)Cn1nnnc1C(C(C)C)N(Cc1cc2c(C)cc(C)cc2[nH]c1=O)C1CCCC1 (stereo not drawn)	i	4.4	2.3	2.8	-1.12	-0.297	-1.07	1.28	2.4%	x	x	-2.6%	i	-5.3	-11.4	-3.5	9.6	206
O=C(O)CSc1nnc(-c2cccs2)n1-c1ccc(Cl)cc1	i	4.1	3.4	3.4	-0.192	-0.245	-0.228	0.815	1.2%	-0.17	1396	-7.5%	i	-3.8	-5.6	-32.5	0.5	1069
Cc1ccc(OCCNC(=O)c2ccccc2N)cc1	i	6.2	1.7	8.9	0.901	0.0141	0.925	-0.712	-0.8%	0.05	1128	8.1%	x	x	1.3	6.0	-1.4	1094
CCn1c(N)c(C(=O)NCc2ccco2)sc1=S	i	3.1	1.5	2.6	0.121	-0.418	-0.0415	-0.0583	-3.1%	0.71	1352	-47.3%	i	-15.9	6.8	-33.5	x	x
CC1(C)Cc2c(sc3c2c2ncnn2c2nnc(SCC(=O)NCc4ccco4)n32)CO1	i	1.8	4.7	9.1	2.19	-0.0241	1.72	-0.439	3.1%	-0.08	885	-0.4%	i	-9.7	4.2	9.6	-1.7	1139
CCCCCCCCOC(=O)CCc1c(C)[nH]c(=S)[nH]c1=O	i	5.8	0.9	0.9	1.47	-0.177	0.835	-1.19	0.8%	-0.01	1669	-11.1%	i	8.1	9.8	-1.8	0.1	1268
Cc1ccc(Cn2ncc3c(N4CCN(C)CC4)ncnc32)cc1	i	2.7	1.8	1.3	-0.674	-0.303	-0.211	0.804	0.0%	0.1	1301	u	i	7.1	3.4	6.7	1.3	1105
COc1ccc(CCNC(=O)c2cc(C(C)C)on2)cc1OC	i	4.9	1.1	6.2	0.857	-0.092	0.735	-0.106	1.8%	0.26	1843	-8.6%	i	-1.6	-7.2	-8.7	-0.5	1059
c1ccc(CCCCNCC2COc3ccccc3O2)cc1 (stereo not drawn)	i	11.3	2.0	6.0	0.982	-0.3	0.794	-0.197	-1.6%	0.02	1231	4.3%	i	-5.4	12.9	42.8	1.6	1084
O=C(CN1CCC(c2nc3ccccc3[nH]2)CC1)NCc1ccc2c(c1)OCO2	i	3.0	2.0	9.2	-0.852	-0.229	-0.542	2.17	0.1%	0.13	1283	-2.4%	i	4.7	2.5	1.4	-1.9	1028
Cc1ccc(NC(=O)c2ccccc2NS(=O)(=O)c2ccc(F)cc2)cc1S(=O)(=O)N1CCCCC1	i	3.2	4.2	6.1	0.201	-0.302	-0.015	0.206	54.7%	-1.84	589	10.8%	i	2.2	3.9	-2.7	-5.3	596
C/C(CCc1ccco1)=N/NC(=O)CCC(=O)Nc1ccc(Br)cc1	i	2.7	2.1	7.2	0.576	-0.207	0.632	-0.757	5.5%	-0.29	1404	-9.3%	i	10.1	-10.0	8.7	1.3	1024
C#CCOCCOCCOCCNc1nc(N2CCN(C(=O)[C@H]([C@@H](C)CC)n3cc([C@@H](N)Cc4ccc(O)cc4)nn3)CC2)nc(N2CCN(C(=O)[C@H](Cc3ccc(O)cc3)n3cc([C@@H](N)CC(C)C)nn3)CC2)n1	i	2.2	0.8	5.6	-0.978	-0.266	-0.258	0.766	2.6%	1.17	1203	30.0%	i	-11.8	-9.5	1.4	-2.0	1160
CCN(CC)c1ccc(NC(=O)COc2ccccc2C#N)cc1S(=O)(=O)Nc1ccc(OC)cc1	i	3.5	2.6	7.9	-0.131	0.25	-0.254	0.00871	2.3%	-0.65	1153	37.3%	i	1.4	11.9	-4.1	0.4	942
COCCNC(=S)N/N=C(\C)c1ccc(OC)cc1	i	5.4	4.6	1.4	-0.287	-0.318	-0.38	0.319	0.4%	0.99	1128	-25.8%	i	-22.2	-3.8	-2.2	0.3	557
Cc1ccc(C2CC(c3ccc(NS(C)(=O)=O)cc3)=NN2C(=O)c2ccco2)cc1 (stereo not drawn)	i	2.6	5.1	4.2	-0.7	-0.298	-0.73	0.784	-1.0%	-0.7	1289	23.5%	i	8.5	-10.5	-3.7	-0.9	1004
CN(C)CCNC(=O)c1ccc(Cl)s1	i	3.6	0.9	30.3	0.278	0.744	0.548	1.49	0.1%	-0.01	1546	-2.8%	i	-7.1	-15.4	-2.2	-1.7	1068
Cc1cc(N2C(=O)C3C4c5ccccc5C(c5ccccc54)C3C2=O)no1 (stereo not drawn)	i	3.9	3.8	1.9	1.54	-0.203	0.946	0.0254	1.8%	0.64	1269	-2.5%	i	-5.0	17.0	6.5	-5.1	978
Cc1cccc(N2CN(Cc3ccco3)CNC2=S)c1	i	3.2	3.2	8.2	-0.361	-0.23	-0.444	0.00166	1.2%	-0.24	1534	-5.7%	i	-14.4	-7.3	-1.3	-0.9	1071
CC(=O)Oc1cccc(N2C(=O)C3C4C=CC(C4=C(C)C)C3C2=O)c1 (stereo not drawn)	i	2.1	1.6	6.3	-0.529	-0.225	-0.41	0.918	-0.6%	0.85	809	2.0%	i	1.4	-2.2	-1.2	6.4	1080
O=C(CC(NS(=O)(=O)c1ccc(Cl)cc1)c1ccco1)NCc1ccco1 (stereo not drawn)	x	4.7	2.6	4.4	0.214	-0.317	0.478	-0.626	-1.5%	0.59	1541	3.8%	i	7.0	-4.2	2.5	-0.6	1351
CC(C)c1ccc(NC(=O)CCN2C(=O)c3ccc([N+](=O)[O-])cc3C2=O)cc1	i	2.1	1.5	4.6	-0.322	-0.185	-0.251	-0.175	1.3%	0.12	1359	-7.2%	i	2.8	1.6	9.6	1.1	1421
CCc1nc2oc3ccccc3c(=O)c2c(=O)n1-c1ccc(C)cc1	i	x	x	x	-0.518	-0.215	-0.598	0.506	10.2%	0.29	1150	32.8%	x	x	x	x	0.6	1295

Outcome played no part in choosing rows. About 4.2% of those tested had a hit in this group.
